High-throughput results deposited in PubChem by The Scripps Research Institute Molecular Screening Center.
MITF inh: inhibitors of human MITF. O75030. AlphaScreen MITF homodimerization, bead proximity signal. inhibition, % at 2.6 µM. actives 0.91% (n = 650,000). AID 1259374; in the data active means inhibition above about 50%;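 further: 0% = vehicle wells with protein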
TEAD-YAP inh: TEAD-YAP interaction inhibition | HEK-TIYL cells, TEAD-Gal4/YAP UAS-luciferase luminescence | inhibition, % at 9.12 µM | actives 1.4% (n = 640,000) | AID 1259422; in the data active means inhibition above about 32%;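 further: 0% = median of test compound wells and 100% = reference inhibitor wells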
GPR151 ag: activators of human GPR151. Q8TDV0. actives 1% (n = 650,000). activation, % at 11.2 µM. PathHunter beta-arrestin GPR151 cells, luminescence. AID 1508602; in the data active means activation above about 4.9%;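 further: 0% = median of compound wells and 100% = cells with positive control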
FBW7 act: human FBW7 E3 ligase activation, primary screen; normalized activity (activation), % at 26.1 µM; Q969H0; actives 0.13% (n = 650,000); AlphaScreen FBW7–phospho-cyclin E peptide binding, activator screen; in the data active means normalized activity above about 1.9%;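 further: purified mutant Fbw7 with reduced substrate affinity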
Target sequence (Q969H0 whole entry, looked up): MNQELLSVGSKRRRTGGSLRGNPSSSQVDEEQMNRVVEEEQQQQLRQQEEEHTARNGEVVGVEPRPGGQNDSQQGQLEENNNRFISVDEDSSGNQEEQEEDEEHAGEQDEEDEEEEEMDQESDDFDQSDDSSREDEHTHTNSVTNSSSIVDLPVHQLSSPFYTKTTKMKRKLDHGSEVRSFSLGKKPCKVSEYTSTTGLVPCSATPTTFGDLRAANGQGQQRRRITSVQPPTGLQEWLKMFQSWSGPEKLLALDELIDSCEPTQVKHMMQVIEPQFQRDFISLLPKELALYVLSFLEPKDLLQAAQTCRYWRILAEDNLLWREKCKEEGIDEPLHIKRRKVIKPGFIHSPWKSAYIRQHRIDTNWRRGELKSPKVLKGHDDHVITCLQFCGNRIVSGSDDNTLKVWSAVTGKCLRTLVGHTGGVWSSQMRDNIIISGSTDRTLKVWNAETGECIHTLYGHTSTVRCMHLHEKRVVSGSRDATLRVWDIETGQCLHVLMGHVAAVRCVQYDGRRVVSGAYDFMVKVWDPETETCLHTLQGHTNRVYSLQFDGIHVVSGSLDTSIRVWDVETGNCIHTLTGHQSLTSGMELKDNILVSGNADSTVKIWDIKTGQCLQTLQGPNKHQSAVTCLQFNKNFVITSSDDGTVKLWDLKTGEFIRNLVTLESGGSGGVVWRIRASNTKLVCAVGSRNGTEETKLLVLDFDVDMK
An asterisk follows results filed as active; & = joins results of further samples.

Values run as follows: MITF inh	TEAD-YAP inh	GPR151 ag	FBW7 act
> COc1ncccc1C(=O)N1CCc2nnc(C(NC(=O)C3CCOC3)C(C)C)n2CC1 (stereo not given)
  0	-3	0.2	-0.2
> Cc1ccc(CNC(=O)CCc2c(C)nc3nc(CN)nn3c2C)cc1
  13	-2	0.3	0.6
> Cc1ccc2nc(-c3cc(NC(=O)/C=C/c4ccccc4)ccc3Cl)oc2c1
  -3	-21	-0.1	0.0
> COc1ccc(Nc2nnc(-c3ccc(C(=O)NCCO)cc3)c3ccccc23)cc1
  4	7	-0.5	0.0
> C[C@@H]1NC(=O)[C@H]2CN(Cc3ccccc3Cl)CCN2C1=O
  -14	4	-1.1	-0.3
> COc1cccc(N2C(=O)/C(=C/c3cc4c(cc3[N+](=O)[O-])OCO4)C(=O)NC2=S)c1
  16	7	-1.1	-0.1
> C=CCN1CCN(C(c2cccc(OC)c2OC)c2nnnn2CC2CCCO2)CC1 (stereo not given)
  1	7	-0.2	-0.1
> O=C1C(=O)N(c2nccs2)C(c2ccccc2[N+](=O)[O-])/C1=C(\O)c1ccccc1 (stereo not given)
  17	-3	1.6	0.0
> COc1ccc2[nH]c(C)c(CN3CCC(C)CC3)c(=O)c2c1
  0	6	0.4	-0.1
> CC1(C)CC(=O)c2cnc(NC(=O)c3cccc4ccccc34)nc2C1
  -13	5	-0.7	0.0
> Cc1cc(NC(=O)COC(=O)c2ccc([N+](=O)[O-])cc2Cl)no1
  1	-1	-1.0	0.0
> O=C1OC(C2CCCCC2)=N/C1=C\c1cccc(Br)c1
  12	-3	0.4	0.1
> COc1cc2nc(N3CCN(c4ccccn4)CC3)nc(Nc3ccc(N4CCOCC4)cc3)c2cc1OC
  -3	-8	-1.4	-0.1
> O=[N+]([O-])c1cc(Cl)ccc1Oc1ccc(-c2nnco2)cc1
  0	6	1.5	-0.3
> C=CCN1C(=O)C(=O)/C(=C(\O)c2ccc(Br)cc2)C1c1ccccc1 (stereo not given)
  25	9	-0.1	0.2
> COc1ccc(/C=C(/NC(=O)c2ccccc2Cl)C(=O)NC2CCS(=O)(=O)C2)cc1 (stereo not given)
  -8	-5	-0.3	-0.1
> Cc1ccc(Cl)cc1N1CCN(Cc2nnnn2Cc2ccc3c(c2)OCO3)CC1
  9	-13	1.2	0.0
> COc1ccc(S(=O)(=O)NCC(c2ccco2)S(=O)(=O)c2cccs2)cc1 (stereo not given)
  4	3	0.3	-0.1
> O=S(=O)(N/N=C(\c1ccccc1)c1cccnc1)c1ccc(Br)cc1
  -11	4	0.9	0.0
> c1cncc(CNc2nc(N3CCN(Cc4ccc5c(c4)OCO5)CC3)nc3nc[nH]c23)c1
  15	-14	0.8	0.0
> COc1ccc(-c2noc(N3CCN(c4ccc(Cl)cc4)CC3)n2)cc1OC
  7	-2	-0.7	0.1
> CCCCC[C@H](CC(=O)NO)C(=O)N[C@H](C(=O)N1CCC[C@H]1CO)C(C)C
  4&15	11&22	-1.7&-1.9	0.0&0.2
> COc1ccc2cc(/C=N/O)c(Cl)nc2c1
  12	-10	-0.7	-0.2
> CN1CCC(N(C)CC(=O)Nc2ccc(S(=O)(=O)N3CCCCC3)cc2)CC1
  46	-8	2.7	-0.1
> N#C/C(=C\c1ccccc1OCC(N)=O)c1nc2ccccc2[nH]1
  16	-20	1.3	0.4
> CCN(CC)c1ccc(NS(=O)(=O)c2ccc(OC)cc2)cc1
  30	21	1.4	0.0
> Cc1ccc2[nH]c(C)c(CN3CCCC(C)C3)c(=O)c2c1 (stereo not given)
  3	-6	0.3	-0.1
> CCOC(=O)c1ccc2nc(NC(=O)c3ccccc3I)sc2c1
  14	-10	-3.2	0.4
> Cc1cc(OCCN2CCOCC2)ccc1Cl
  28	-22	-1.1	-0.2
> Nc1ccccc1OCC(=O)O
  -5	-7	-0.8	-0.1

Part of the list above, with each value named.
molecule: COc1ccc(Nc2nnc(-c3ccc(C(=O)NCCO)cc3)c3ccccc23)cc1
  MITF inh = 4
  TEAD-YAP inh = 7
  GPR151 ag = -0.5
  FBW7 act = 0.0
molecule: CC1(C)CC(=O)c2cnc(NC(=O)c3cccc4ccccc34)nc2C1
  MITF inh = -13
  TEAD-YAP inh = 5
  GPR151 ag = -0.7
  FBW7 act = 0.0

Further results:
Values run as follows: MITF inh	TEAD-YAP inh	GPR151 ag	FBW7 act
> COCCCNC(=O)NC(=O)COC(=O)c1[nH]c(C)c(C(C)=O)c1C
  6	8	0.7	0.0
> O=C1CSC(c2cccnc2)N1c1ccc(Cl)cc1 (stereo not given)
  0	-9	-0.3	-0.2
> COc1ccc(CN2CCNC(=O)C2CC(=O)NC2CCCCCCC2)cc1OC (stereo not given)
  -6	6	1.3	-0.1
> COc1ccc2nc(NC(=O)CSc3nnc(SCC(=O)Nc4nc5ccc(OC)cc5s4)s3)sc2c1
  7	-14	-1.2	0.2
> CN1[C@@H](C(=O)Nc2ccc(F)c(Cl)c2)C[C@@H](c2ccco2)NS1(=O)=O
  14	-1	0.8	1.0
> CCCCNC(=O)CCc1nc(-c2ccc(Cl)cc2)no1
  1	-5	1.0	0.0
> CC(C)(C)OC(=O)N/N=C/c1ccc(O)cc1O
  0	30	-0.2	0.6
> O=C(CCCN1C(=O)/C(=C\c2ccco2)SC1=S)Nc1ccc(C(=O)O)c(O)c1
  35	2	-0.2	-0.2
> COc1ccc(C2Nc3ccccc3C(=O)N2c2ccccn2)cc1 (stereo not given)
  2	-19	-0.6	-0.1
> Cc1[nH]c(=O)c(C#N)c(C)c1CCC(=O)NC1CCCCCC1
  16	9	0.9	0.0
> COCCNC(=O)CSc1nnc(C)n1C1CCCCC1
  -3	-1	1.3	0.1
> Cc1nn(CC(=O)OC(C(=O)NC(N)=O)C(C)C)c(C)c1[N+](=O)[O-] (stereo not given)
  -4	-12	1.6	0.4
> O=C(O)Cn1c2ccccc2c2ccccc21
  -9	-2	0.2	-0.1
> CC(C)c1nc(NC2CC2)c2nnn(Cc3ccccc3)c2n1
  -1	3	0.8	-0.1
> O=C(COc1ccccc1F)Nc1ccc2c(c1)OCO2
  19	-12	1.3	0.6
> Cc1ccnc(SCc2cc(=O)c(OC(=O)/C=C/c3ccc4c(c3)OCO4)co2)n1
  -2	-2	-0.6	0.0
> Cc1ccsc1CCNC(=O)CCNS(=O)(=O)c1cc(Br)cnc1N
  4	22	0.0	0.0
> O=C(CSc1cn(Cc2cccc(F)c2)c2ccccc12)N1CCN(c2ccccc2)CC1
  6	-1	2.5	-0.2
> Clc1ccc(-c2cnc3c(NCc4ccco4)nccn23)cc1
  -7	0	-1.4	0.1
> Cc1oc(-c2ccc(Cl)cc2)nc1CS(=O)CC(=O)NCc1ccc(Cl)cc1 (stereo not given)
  1	-6	-0.3	0.0
> c1ccc(OCCNc2cc(N3CCOCC3)ncn2)cc1
  22	-54	-0.9	0.2
> Cc1ccc(Cl)cc1-c1ccc(/C=N/n2cnnc2)o1
  5	0	-0.9	0.7
> COc1ccc(CCNc2ncnc3c2nc(Nc2cccnc2)n3C(C)C)cc1
  -19	-4	-1.0	0.2
> Nc1nc(SCC(=O)Nc2ccccc2C(=O)Nc2ccc3c(c2)OCO3)n[nH]1
  2	-7	1.8	0.2
> O=C(O)CC1S/C(=N/N=C/c2cc(Cl)ccc2O)NC1=O (stereo not given)
  16	14	-0.2	-0.4
> N#CC1=C(N)Oc2n[nH]c(-c3ccc4c(c3)OCO4)c2C1c1ccc2c(c1)OCO2 (stereo not given)
  39	-2	-1.3	0.0
> CCOc1ccccc1NC(=O)c1c(NC(=O)COc2ccccc2)sc2c1CCC2
  -5	3	1.7	0.0
> Cc1ccc(-c2nc3cc(NC(=O)c4ccc5c(c4)OCCO5)ccc3o2)cc1
  -5	-8	-0.9	-0.1
> CC(=O)N1CCCC(c2ncncc2-c2cc(C)no2)C1 (stereo not given)
  5	4	-0.7	0.0
> CC(C)n1cnc2c(NCCO)nc(N3CCOCC3)nc21
  9	-2	-0.6	0.2

4 entries picked at random from those above:
Values run as follows: MITF inh	TEAD-YAP inh	GPR151 ag	FBW7 act
> Cc1cc(OCCN2CCOCC2)ccc1Cl
  28	-22	-1.1	-0.2
> O=C1OC(C2CCCCC2)=N/C1=C\c1cccc(Br)c1
  12	-3	0.4	0.1
> Cc1ccc(-c2nc3cc(NC(=O)c4ccc5c(c4)OCCO5)ccc3o2)cc1
  -5	-8	-0.9	-0.1
> CC1(C)CC(=O)c2cnc(NC(=O)c3cccc4ccccc34)nc2C1
  -13	5	-0.7	0.0

Structures above that contain a cyano group:
Values run as follows: MITF inh	TEAD-YAP inh	GPR151 ag	FBW7 act
> N#C/C(=C\c1ccccc1OCC(N)=O)c1nc2ccccc2[nH]1
  16	-20	1.3	0.4
> Cc1[nH]c(=O)c(C#N)c(C)c1CCC(=O)NC1CCCCCC1
  16	9	0.9	0.0
> N#CC1=C(N)Oc2n[nH]c(-c3ccc4c(c3)OCO4)c2C1c1ccc2c(c1)OCO2 (stereo not given)
  39	-2	-1.3	0.0

Continued.
Values run as follows: MITF inh	TEAD-YAP inh	GPR151 ag	FBW7 act
> Cc1ccc(S(=O)(=O)N(CC(=O)Nc2c(C)n(C)n(-c3ccccc3)c2=O)c2ccc(C)c(Cl)c2)cc1
  -19	8	0.5	-0.2
> CC1Cc2nc(SCC(=O)N3CCc4ccccc43)n(Cc3ccccc3)c(=O)c2S1 (stereo not given)
  2	0	-0.3	-0.2
> Cc1nn(S(=O)(=O)c2ccccc2)c(C)c1S(=O)(=O)N(C)c1ccccc1
  -5	-7	-0.3	0.0
> COc1ccccc1-n1c(Cc2cccs2)n[nH]c1=S
  -4	-22	-1.7	-0.1
> O=c1c2ccccc2nc(SCc2cccc(Br)c2)n1Cc1ccc2c(c1)OCO2
  17	4	-1.1	0.1
> COc1nc(C(N)=O)nc(N2CCCCC2)n1
  8	-1	-0.1	0.1
> COc1ccc(C(=O)CC(Nc2ccc(I)cc2)c2ccc(C(C)C)cc2)cc1 (stereo not given)
  -3	-6	0.1	0.1
> CS(=O)(=O)N(CC(=O)NC1CCCCCC1)C1CCCCC1
  5	5	-0.8	0.0
> CC(C)COC(=O)N1CCCC1C(=O)NCCCl (stereo not given)
  -4	5	-0.2	0.2
> Cc1cccc(-c2noc(CCC(=O)Nc3cc(C)ccc3C)n2)c1
  -3	-1	-1.6	0.3
> Cc1ccc(S(=O)(=O)NC(Cc2ccccc2)C(=O)O)cc1 (stereo not given)
  18	14	-2.0	0.3
> O=C(O)/C=C/C(=O)NNC(=O)c1cccc(Cl)c1
  3	-40	-0.8	0.3
> O=C(NCCCO)C(=O)NCc1cccnc1
  -1	8	-0.3	0.1
> O=C(/C=C/c1cccc([N+](=O)[O-])c1)NNC(=O)c1ccncc1
  -5	5	0.1	-0.1
> Cc1ccc(NC(=O)N2CCN(C)CC2)cc1
  9	-9	-0.1	-0.1
> CN(C)c1ccc(/C=C2/SC(N3CCN(CCC#N)CC3)=NC2=O)cc1
  0	-21	-1.2	-0.1

Given as labelled records: part of the list above.
mol: O=C(O)/C=C/C(=O)NNC(=O)c1cccc(Cl)c1
  MITF inh: 3	TEAD-YAP inh: -40	GPR151 ag: -0.8	FBW7 act: 0.3
mol: O=C(NCCCO)C(=O)NCc1cccnc1
  MITF inh: -1	TEAD-YAP inh: 8	GPR151 ag: -0.3	FBW7 act: 0.1
mol: O=C(/C=C/c1cccc([N+](=O)[O-])c1)NNC(=O)c1ccncc1
  MITF inh: -5	TEAD-YAP inh: 5	GPR151 ag: 0.1	FBW7 act: -0.1
mol: Cc1ccc(NC(=O)N2CCN(C)CC2)cc1
  MITF inh: 9	TEAD-YAP inh: -9	GPR151 ag: -0.1	FBW7 act: -0.1
